Assay outcomes from PubChem.
ERb coact inh – blocks coactivator binding to human estrogen receptor beta; Q92731; inhibition, % at 25.6 µM; 1.3% of 86,000 active; TR-FRET ER-beta LBD / SRC1-Cy5 peptide binding; receptor agonist-loaded with 1 µM estradiol;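 active = compounds whose percent inhibition of the receptor-coactivator binding signal exceeds about 50% in the single-dose screen, limit read from the data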;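 also: 0% = receptor plus peptide wells without compound and 100% = peptide-only wells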
TNFa cytotox – HUVEC cytotoxicity counter-screen, TNF alpha stimulated. HUVEC TNFalpha-stimulated, Hoechst cell count, imaging. cell count reduction, % at 2 µM. 0.17% of 93,000 active. AID 848;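 active = cell count reduction exceeding the screen mean by over 5 SD, scaled to untreated wells per plate, cut at about 78% in these data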;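 also: cells counted after 24 h of TNF alpha exposure following the 1 h pretreatment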
IL1B cytotox – toxic to HUVEC cells under IL-1B stimulation | cell count reduction, % at 2 µM | 0.41% of 94,000 active | AID 845 | HUVEC cell count loss, Hoechst imaging, IL-1B stimulated;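 active = cell count reduction more than 3 SD above the screen-wide mean, cut at about 70% in these data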;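 also: normalized per plate to untreated control cells as the no-loss baseline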
sEH act – increases human soluble epoxide hydrolase activity | P34913 | 0.04% of 91,000 active | purified human sEH enzymatic activity, activator screen | activation, % at 2 µM; in the data active = activation above about 37%; also: values of inactives mirror those of a sister screen read the other way
Target sequence (P34913 whole entry, looked up): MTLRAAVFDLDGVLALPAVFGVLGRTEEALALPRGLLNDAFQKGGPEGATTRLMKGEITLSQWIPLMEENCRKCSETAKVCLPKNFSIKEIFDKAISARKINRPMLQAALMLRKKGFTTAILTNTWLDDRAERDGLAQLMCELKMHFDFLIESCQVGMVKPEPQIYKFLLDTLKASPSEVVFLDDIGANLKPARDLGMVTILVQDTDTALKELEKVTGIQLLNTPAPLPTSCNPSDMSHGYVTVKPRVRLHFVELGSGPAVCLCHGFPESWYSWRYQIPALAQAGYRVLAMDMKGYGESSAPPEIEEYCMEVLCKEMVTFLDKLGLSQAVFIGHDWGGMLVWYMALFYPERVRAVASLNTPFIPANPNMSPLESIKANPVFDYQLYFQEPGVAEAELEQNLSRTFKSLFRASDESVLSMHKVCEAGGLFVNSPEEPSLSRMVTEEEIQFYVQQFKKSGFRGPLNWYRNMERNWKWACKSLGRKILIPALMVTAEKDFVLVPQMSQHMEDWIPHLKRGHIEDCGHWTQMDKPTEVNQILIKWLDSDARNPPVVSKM
Smad3 inh – inhibitors of human Smad3 transcription factor binding; P84022; TR-FRET Smad3/Dy647-FoxH1 peptide binding, europium anti-His; inhibition, % at 25 µM; 0.29% of 88,000 active; AID 630;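 active = compounds that reduce the energy-transfer binding signal between the protein and its labelled peptide by more than half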;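 also: 0% = Smad3 plus labelled peptide maximal FRET and 100% = peptide-only background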
Target sequence (P84022 whole entry, looked up): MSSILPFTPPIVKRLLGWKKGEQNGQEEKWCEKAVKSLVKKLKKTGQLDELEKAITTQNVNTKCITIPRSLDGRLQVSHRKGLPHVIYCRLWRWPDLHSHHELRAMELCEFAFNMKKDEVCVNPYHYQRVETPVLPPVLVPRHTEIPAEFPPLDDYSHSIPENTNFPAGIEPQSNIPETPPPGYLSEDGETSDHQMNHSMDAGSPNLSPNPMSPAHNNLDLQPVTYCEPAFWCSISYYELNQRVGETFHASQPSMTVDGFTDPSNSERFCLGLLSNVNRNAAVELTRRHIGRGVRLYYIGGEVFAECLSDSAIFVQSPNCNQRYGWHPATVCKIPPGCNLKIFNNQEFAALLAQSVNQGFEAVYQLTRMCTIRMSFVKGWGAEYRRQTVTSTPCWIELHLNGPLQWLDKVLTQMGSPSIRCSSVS
sEH inh – inhibitors of human soluble epoxide hydrolase; P34913; recombinant human sEH enzymatic activity assay; inhibition, % at 2 µM; 0.34% of 91,000 active; in the data active = inhibition above about 80%; also: values of inactives mirror those of a sister screen read the other way; many of its hits are not listed in these tables
Calb biofilm kill – kills Candida albicans biofilms | AID 834 | 0.14% of 85,000 active | inhibition, % at 6 µM | C. albicans biofilm + clotrimazole, Alamar Blue;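 active = inhibition above 20%; inactive = inhibition below 20%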;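 also: preformed 24 hr biofilms exposed to compound for 48 hr; 0% = biofilm without compound and 100% = blank killed by clotrimazole plus chlorhexidine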
cytoskel mod – alters cytoskeleton assembly in HUVEC cells; HUVEC TNFa F-actin phalloidin imaging, high content; inhibition, % at 2 µM; 0.18% of 91,000 active; AID 836;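 active = inhibition above the batch mean plus 3 SD and confirmed as a hit by visual image inspection, cut at about 30% in these data, passing the limit was not always enough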; also: strong numbers were not always called active
VCAM1 TNFa inh – reduces TNF alpha induced VCAM1 expression in HUVEC. HUVEC TNFa-induced VCAM-1 immunofluorescence, high-content imaging. AID 802. 0.48% of 95,000 active. inhibition, % at 2 µM;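 active = inhibition above the batch mean plus 3 SD, with images confirmed as a hit by eye, cut at about 37% in these data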;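 also: 0% = TNF-stimulated DMSO wells and 100% = unstimulated control wells; not every result past the cut was called active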
* marks the source's active call; other numbers are inactive results; . = not tested or not shown; [ ] = dose if it differs, or a comment. Only part of the results is shown, so the mix of outcomes need not match the whole.

SMILES | ERb coact inh | TNFa cytotox | IL1B cytotox | sEH act | Smad3 inh | sEH inh | Calb biofilm kill | cytoskel mod | VCAM1 TNFa inh
N#CC1=C(N)C2=C(N3CCCCC3)CCCC2C1(C#N)C#N (stereo unspecified) | 14[fluorescence artefact?] | -25 | -6 | 4 | -8 | -5 | 2 | -13 | -6
COCCCN(C(C)=O)c1nc(-c2ccccc2)cs1 | . | 5 | -14 | -3 | . | 6 | . | 0 | 17
CCN1C(=O)/C(=C2/SC(C)=C(C)N2CC)SC1=S | -2[fluorescence artefact?] | -10 | 0 | -1 | -4 | -1 | 4 | -25 | -8
CC(C)(C)c1cc(C(=O)N2CCN(c3ncccn3)CC2)ccn1 | -29 | . | 58 | 8 | 5 | -2 | 0 | -7 | -8
COc1ccc(CCn2c(N)c(S(=O)(=O)c3cccs3)c3nc4ccccc4nc32)cc1OC | -7[fluorescence artefact?] | . | 15 | . | -29 | . | -3 | . | .
O=C1N(CCCCN2C(=O)C3(OCCO3)c3ccccc32)c2ccccc2C12OCCO2 | 2 | 4 | -27 | 10 | 5 | -8 | 4 | 2 | -4
CC(C)(C)C(=O)[C@H]1[C@H](c2ccccc2)[C@@]2(N=C(c3ccccc3)OC2=O)C2c3ccccc3C=NN21 (stereo partly specified) | -7 | -5 | 4 | 8 | -1 | -7 | 6 | 13 | 13
Cc1cccc2c1OCC/C2=N\NC(=O)COc1ccccc1 | . | 9 | 0 | 1 | . | -2 | . | -25 | 18
CCOc1ccc(NC(=O)CN(C)c2ccc(S(=O)(=O)N(C(C)C)C(C)C)cn2)cc1OCC | -7 | 17 | -94 | 7 | 5 | -9 | 5 | -6 | 0
O=C(Nc1ccc(N2CCN(c3ccc(O)cc3)CC2)cc1)Oc1ccccc1 | 57*[fluorescence artefact?] | 1 | -24 | -20 | 7 | 20 | -4 | -8 | -1
CCCS(=O)(=O)N1CCC(C(=O)NCCCN2CCCC2=O)CC1 | -7 | -14 | -8 | . | 9 | . | 8 | 12 | 4
O=S(=O)(c1ccc(Oc2ccc(-c3nnco3)cc2)nc1)N1CCC(Cc2ccccc2)CC1 | 31[fluorescence artefact?] | -21 | -10 | -2 | 20 | 1 | -4 | -8 | 12
CCOc1ccc2nc(SCC(=O)N(C)C)[nH]c2c1 | -2[fluorescence artefact?] | -31 | -8 | -10 | 3 | 12 | 5 | 6 | -6
C/C(=N/Oc1nc(C)cc(C)n1)c1ccc(F)cc1 | -3 | -9 | 20 | -26 | -4 | 24 | 4 | . | 2
Nc1n[nH]c(-c2ccc(F)cc2)n1 | 13 | -14 | 13 | 12 | -6[fluorescence artefact?] | -13 | 7 | -9 | 10
Cc1ccc(NC(=O)c2cc(=O)c3ccccc3o2)cc1 | . | -3 | 21 | 13 | . | -15 | . | 8 | -2
Cc1ccccc1/C(N)=N/OC(=O)N1c2ccccc2Sc2ccccc21 | . | 10 | -12 | -4 | . | 6 | . | -18 | 11
CCOC(=O)c1cnc(SCC(=O)Nc2ccccc2N2CCOCC2)nc1N | -14 | -15 | 4 | -14 | -10 | 19 | 2 | -21 | 5
CCn1c(=O)c(C(=O)NCc2cccnc2)c(O)c2ccccc21 | -4 | -33 | -38 | . | -5 | . | -8 | 19 | 8
Cc1ccc(Nc2nc(N)nc(CN3CCN(C(=O)c4ccco4)CC3)n2)cc1Cl | 2 | -9 | -32 | 6 | -14 | -5 | 9 | -46 | 6
Cc1cc(C)nc(NC(=O)C(C)N2C(=O)c3ccccc3C2=O)n1 (stereo unspecified) | 0[fluorescence artefact?] | -9 | 20 | 6 | -1 | -2 | 7 | -11 | 4
O=C(NCCc1ccccc1)C(=O)NCC1CCCO1 (stereo unspecified) | -6 | -9 | 1 | 4 | -1 | -3 | 9 | -18 | 17
COc1cc(CNCCCN2CCOCC2)cc(Br)c1OCC(=O)N1CCCCC1 | . | . | 24 | 0 | . | 2 | . | -7 | -22
Cc1cc(C)cc(-c2nnc(SCC(=O)N3CCN(C(=O)c4ccco4)CC3)o2)c1 | 5 | -15 | -38 | 1 | -3 | -2 | 8 | -21 | 5
CC1CCCN(c2nc3ccccc3nc2C(C#N)S(=O)(=O)c2cccs2)C1 (stereo unspecified) | 21[fluorescence artefact?] | -6 | -40 | -6 | -13 | 8 | 0 | 5 | -26
CCOc1ccc(-c2cc3nc(C4CCN(C(=O)OC(C)(C)C)CC4)c(C(=O)O)cn3n2)cc1 | . | -23 | -19 | -13 | . | 13 | . | 20 | -8
Cc1ccc(S/C(=N\S(=O)(=O)c2ccc(Cl)cc2)c2ccccc2)cc1 | 16 | -17 | 1 | . | -13 | . | 5 | -2 | 17
CCOC(=O)C1=NN(c2ccc(C)cc2)C2(S1)SC(C(C)=O)=C(C)N2c1ccccc1 (stereo unspecified) | -5 | -9 | -5 | 4 | -1 | 0 | 0 | 3 | 0
COc1cccc(NC2c3ccccc3C(=O)N2Cc2ccco2)c1 (stereo unspecified) | 4 | -8 | 6 | -18 | 15[fluorescence artefact?] | 18 | 2 | -8 | 15
CC(C)c1ccc(NC(=O)N(CCc2nc3ccccc3[nH]2)C2CCCC2)cc1 | -13 | -10 | 13 | -7 | 4 | 8 | 0 | 28 | -10
COC(=O)CN(c1ccc(F)cc1)S(=O)(=O)c1ccccc1 | 1 | -2 | -19 | -14 | 18[fluorescence artefact?] | 12 | 4 | -11 | -8
CC(C)Nc1c(N)c(=O)oc2ccccc12 | 3 | -4 | -41 | 8 | -2 | -10 | -5 | 7 | -2
CCOc1ccc(C(=O)NC2CCN(C(=O)N3CCCC3)CC2)cc1 | 0 | -9 | -16 | 4 | -3 | -4 | 13 | 0 | 0
COc1ccc2c(c1)c(=O)oc1cc3occ(C(C)(C)C)c3cc12 | 30 | -11 | -25 | -1 | -10 | 3 | 6 | 12 | 14
Cc1nn2c(N3CCN(C4CCCC4)CC3)cc(C(C)(C)C)nc2c1-c1ccccc1 | 11 | -1 | 82* | -8 | -2 | 8 | -2 | 9 | -2
COC(=O)c1cc(-c2c(C)nn(-c3ccccc3)c2C)n[nH]1 | -5 | -19 | 14 | -7 | 9 | 12 | -4 | -24 | 18
O=C(Cn1c(=O)n(CCCCC(=O)NC2CCCC2)c(=O)c2ccccc21)NCCC1=CCCCC1 | . | -6 | 3 | -4 | . | 7 | . | -5 | -1
Cn1c2ccccc2c2ncn(CCC3=CCCCC3)c(=O)c21 | -11 | -5 | 11 | -8 | 2 | 7 | 9 | -1 | 20
Nc1nc(CSc2ncccn2)nc(Nc2ccccc2)n1 | -26 | -29 | -38 | -1 | -1 | 2 | 3 | 0 | 7
O=C(O)c1cc(-c2ccccc2)n(-c2ccccc2)n1 | -14 | 1 | 6 | 1 | 1 | -2 | 0 | -21 | 10
CCCC(=O)N(c1ccc2oc(=O)sc2c1)S(=O)(=O)c1ccccc1 | 2 | -22 | -9 | -19 | -2 | 19 | -4 | 22 | -1
Cc1cccc(NC(=O)c2cc3n(n2)C(C(F)(F)F)CC(c2ccc4c(c2)OCO4)N3)c1 (stereo unspecified) | . | -16 | -6 | 1 | . | -3 | . | 1 | 2
Cc1cccc(NC(=S)N2CCC(C(=O)c3ccc(F)cc3)CC2)c1C | . | -22 | -4 | 8 | . | -6 | . | 42 | 10
Cn1c(C(=O)N2COCC2(C)C)cc2c(=O)n3ccccc3nc21 | -4[fluorescence artefact?] | . | . | 11 | 1 | -10 | 9 | . | .
O=S(=O)(NCc1ccccc1)c1ccc(S(=O)(=O)N(Cc2ccccn2)Cc2ccco2)cc1 | -2 | -16 | -58 | 1 | 13 | 1 | 0 | 27 | -6
CCOC(=O)C(CC)Sc1nc(-c2ccc(OC)cc2)nc2c1c(=O)n(C)c(=O)n2C (stereo unspecified) | -21[fluorescence artefact?] | 15 | 13 | -2 | 10 | 2 | 6 | -17 | 13
Cc1ccc(S(=O)(=O)N2CCN(C(=O)c3ccccc3)CC2)cc1 | 5[fluorescence artefact?] | 2 | -6 | -7 | -4 | 1 | 2 | -25 | -1
Cc1ccccc1C(=O)NC1CCN(CC(=O)Nc2nccs2)CC1 | -6 | -59 | -27 | 12 | 7 | -10 | -4 | 32 | 1
COc1cccc(/C=N/NC(=O)CCc2ccccc2)c1 | . | -9 | 23 | -12 | . | 14 | . | 18 | -4
CCc1nc(N2CCC(C)CC2)c2oc3ccccc3c2n1 | -6 | 8 | -7 | -3 | 2 | 5 | 3 | -3 | 13
COc1ccc(S(=O)(=O)N2CCN(C)CC2)cc1Br | 4 | -26 | -19 | 12 | 3 | -14 | 8 | 19 | -1
CC(C)N(O)C(=O)NC(C)(C)C | -1 | 0 | -5 | -10 | -3 | 6 | -1 | 8 | 15
O=C(Nc1ccc(N2CCN(C(=O)c3ccco3)CC2)c(Cl)c1)c1cc2ccccc2o1 | -12 | -30 | -44 | -11 | -2 | 10 | 8 | -7 | -40
COc1ccc(-c2noc(CSc3nc4ccccc4c(=O)n3-c3ccc(C)cc3)n2)cc1 | . | 10 | 3 | 15 | . | -16 | . | 7 | 8
Cc1cc(NC(=O)c2cc(CC(C)C)on2)n(-c2ccccc2)n1 | . | -9 | 14 | -3 | . | 3 | . | 14 | 8
COc1cc(O)oc1C=Nc1ccc(Cl)cc1 | . | -17 | -27 | -6 | . | 6 | . | -3 | 16
CCOC(=O)c1ccc(N/C=C/C(=O)c2ccc(OC)cc2)cc1 | . | 4 | -74 | 7 | . | -6 | . | -12 | -1
Cc1ccc(S(=O)(=O)Nc2ccc3c(c2)nc(CN2CCCC2)n3C)cc1 | -7 | -9 | -18 | 11 | 0 | -14 | 8 | -11 | 4
Cc1cccc(-c2c3c(=O)n(C)c(=O)n(C)c3cn2CCO)c1 | -19 | -9 | -9 | . | 14 | . | 6 | -23 | 9
Clc1ccsc1-c1ccc2ccccc2n1 | 4[fluorescence artefact?] | -17 | -3 | 3 | 7 | -3 | 7 | 1 | 0

The listing continues:
SMILES | ERb coact inh | TNFa cytotox | IL1B cytotox | sEH act | Smad3 inh | sEH inh | Calb biofilm kill | cytoskel mod | VCAM1 TNFa inh
COc1ccccc1N1C(=O)CC(Sc2nccc(C)n2)C1=O (stereo unspecified) | 5 | 7 | -18 | 1 | 9 | -3 | 6 | -1 | 1
CCOC(=O)c1ccc(COC(=O)c2cc3ccccc3oc2=O)o1 | -22 | 6 | 76* | 3 | 11 | -3 | 10 | 7 | -5
CC(=O)N1CCC(N(C(=O)Nc2c(F)cccc2F)C(C)C)CC1 | 2 | -36 | 8 | 8 | 2 | -10 | 10 | -1 | -4
CC1CC(C)CN(C(=O)C(NS(=O)(=O)c2ccc3c(c2)oc(=O)n3C)C(C)C)C1 (stereo unspecified) | -6 | -15 | -5 | -8 | -11 | 6 | 2 | -9 | -9
Cc1cc(C)c(S(=O)(=O)N2CCC(C(=O)NCc3ccco3)CC2)c(C)c1 | -2 | -16 | -8 | -65 | -3 | 66 | 1 | 24 | 0
O=C(Nc1ccc(Cl)cc1)Nc1ccc(N2CCOCC2)cc1 | -25[fluorescence artefact?] | 2 | -54 | -63 | 15 | 63 | 6 | -8 | 7

Profiles from above:
Cn1c2ccccc2c2ncn(CCC3=CCCCC3)c(=O)c21 reads ERb coact inh = -11; TNFa cytotox = -5; IL1B cytotox = 11; sEH act = -8; Smad3 inh = 2; sEH inh = 7; Calb biofilm kill = 9; cytoskel mod = -1; VCAM1 TNFa inh = 20
CC(=O)N1CCC(N(C(=O)Nc2c(F)cccc2F)C(C)C)CC1 reads ERb coact inh = 2; TNFa cytotox = -36; IL1B cytotox = 8; sEH act = 8; Smad3 inh = 2; sEH inh = -10; Calb biofilm kill = 10; cytoskel mod = -1; VCAM1 TNFa inh = -4
